# BRCA1 expr up: qHTS Assay to Identify Small Molecule Activators of BRCA1 Expression. MCF7-BRCA1-FFLuc reporter, luminescence, 48 h; response scale: scaled: vehicle 0%, 10 µM genistein 100%. Potency, µM (series often up to 46.1 µM), for inactives: at the top dose activation, hits mostly activators. actives 1.1% (n = 380,000). AID 624202, 2012; active means well fitted activation curve with a large enough effect; inconclusive means small, poorly fitted or top-dose-only effect; inactive means no such curve, though single readings can be large or run the other way; further: nearly all actives have a fitted effect of over 80% in size; some results filed as inactive show a strong effect at the top dose
#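 Activators of BRCA1 expression were detected as increased firefly luciferase luminescence in engineered MCF7 cells after 48 h compound incubation. Signals were scaled to genistein 10 microM as full activation.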
# Starred values were filed as active, the others as inactive; ? = inconclusive. Potency means the concentration at half of the fitted maximal effect.
SMILES,BRCA1 expr up
CC1(C(=O)NS(C)(=O)=O)CCN1C(=O)Cc1ccc(-c2ccccc2)cc1 (configuration not stated),4%
CC(=O)Nc1ccc(Cl)cc1C(=O)c1ccc[nH]1,5%
C[C@H]1CN([C@@H](C)CO)S(=O)(=O)c2ccc(Br)cc2O[C@@H]1CN(C)C(=O)Cc1ccccc1,0%
COc1ccc(CNc2nn3c(-c4cccc(C(=O)N(C)C)c4)cnc3s2)cc1,-25%
CCCCn1nnnc1C(c1ccccc1)N1CCN(CC)CC1 (configuration not stated),29%
CCCn1c(=O)c(C(=O)Nc2ccccc2N)c(O)c2ccccc21,-13%
CC(=O)Nc1cccc(C(=O)NN2C(=O)NC3(CCC(C)CC3)C2=O)c1 (configuration not stated),25%
CC(C)NC(=O)Nc1ccc2c(c1)C(=O)N([C@@H](C)CO)C[C@H](C)[C@H](CN(C)S(=O)(=O)c1ccccc1)OCCCC[C@H](C)O2,6%
C[C@H](CO)N1C[C@H](C)[C@@H](CN(C)C(=O)Nc2ccccc2)Oc2ncc(C#CC3CCCCC3)cc2C1=O,-18%
CS(=O)(=O)c1ccc(Nc2nc(C(N)c3ccccc3Cl)cs2)cc1 (configuration not stated),-37%
Cc1cccc(CN2CCN(C3CN(Cc4cn(Cc5ccccc5)nn4)S(=O)(=O)C3)CC2)c1 (configuration not stated),9%
O=C1OC(c2ccccc2)=CC1=Cc1ccccc1O,2%
CSc1ccc(-c2ccc3c(c2)c(Sc2ccccc2)c(-c2ccccc2)n3C)cc1,10%
Nc1ccc(/C=C2\C=Cc3ccccc32)cc1,0%
CC(=O)OC[C@@H]1CN(Cc2ccccc2)C[C@H](n2cnc3c(NC4CCC4)ncnc32)O1,10%
Cc1cc(C)c(NC(=O)CSc2nc3ccc(NC(=O)CSc4nnnn4Cc4ccccc4)cc3s2)c(C)c1,-22%
CCCCN1C(=O)C(CC(=O)NCCN2CCOCC2)CC(C(=O)N2CCOCC2)=C1C (configuration not stated),1%
CC1(C(=O)NS(=O)(=O)c2ccc(F)cc2F)CCN1C(=O)Cc1cccc2ccccc12 (configuration not stated),21%
O=S1(=O)N[C@@H](Cc2ccccc2)COc2cc(N3CCC[C@H]3CO)ccc21,-6%
O=C(NCC1CCCO1)c1[nH]c(C(F)(F)F)nc1-c1ccccc1 (configuration not stated),1%

# Given bar-delimited: 2 of the compounds above.
Molecule | BRCA1 expr up
CC(=O)Nc1ccc(Cl)cc1C(=O)c1ccc[nH]1 | 5%
C[C@H]1CN([C@@H](C)CO)S(=O)(=O)c2ccc(Br)cc2O[C@@H]1CN(C)C(=O)Cc1ccccc1 | 0%

# (continued)
SMILES,BRCA1 expr up
C[C@H]1CN(c2ccc(Br)cc2)C(=O)[C@@H]1CC(=O)Nc1ccccc1,0%
CCOC(=O)C1(C(=O)OCC)C(C)CC(=O)N1c1ccccc1OC (configuration not stated),0%
COc1cc(C(O)c2nc(-c3cccs3)cs2)ccc1F (configuration not stated),-3%
O=C(Cn1cc(C(=O)C(=O)N2CCOCC2)c2ccccc21)Nc1cccc(C(F)(F)F)c1,-32%
O=C(C[n+]1ccccc1)c1ccc(O)c(O)c1,1%
CC(=O)C1=CCC(c2ccccc2)N(S(=O)(=O)c2ccc(C)cc2)C1 (configuration not stated),4%
Cc1cc(C)c(NC(=O)C2CCN(S(C)(=O)=O)CC2)c(C)c1,-11%
O=C(NC1CCCCC1)C(c1ccnc2ccccc12)N1CCc2ccccc2C1 (configuration not stated),-15%
COc1ccc(NC(=O)CSc2nnc3n2CCCCC3)cc1S(=O)(=O)N(C)C,-33%
COc1ccccc1-c1cc(NC=O)c2ncc(-c3ccc(S(C)(=O)=O)cc3)n2c1,-66%
CCc1ccc(C=C2SC(=S)N(CCCC(=O)Nc3ccc(C(=O)O)cc3)C2=O)cc1,-24%
O=C(Nc1ccc2c(c1)OCCO2)C1c2ccccc2OCC(=O)N1Cc1ccc2c(c1)OCO2 (configuration not stated),7%
Cc1cc(F)ccc1-c1cc(C(=O)NCc2ccccc2)[nH]n1,12%
O=C(/C=C/[C@H]1O[C@@H](n2ccc(=O)[nH]c2=O)[C@H](O)[C@@H]1O)NCCc1cccs1,16%
CCN(CC)CCOc1ccc(-c2c(C)c3c(ccc4ccccc43)oc2=O)cc1,16%
O=C1NC[C@@H](CCCCN2C[C@H](Cc3ccc(O)cc3)N(CCc3ccc(O)cc3)C(=O)C2=O)N(CCc2ccc(O)cc2)C1=O,0%
CC(C)N1CC2(CC(c3ccccc3C(F)(F)F)=NO2)CN1C(=O)c1ccc(C(C)(C)C)cc1 (configuration not stated),-25%
c1ccc(CNc2nc(NCCc3ccncc3)c3sccc3n2)cc1,-69%
C(=C\c1ccnc2ccccc12)/c1ccc(N2CCN(c3ccc(/C=C/c4ccnc5ccccc45)cc3)CC2)cc1,-29%
CC1(C(=O)NS(=O)(=O)c2ccccc2)CCN1C(=O)Cc1ccccc1 (configuration not stated),30%

# Molecules shown so far that have a CF3 group:
SMILES,BRCA1 expr up
O=C(NCC1CCCO1)c1[nH]c(C(F)(F)F)nc1-c1ccccc1 (configuration not stated),1%
O=C(Cn1cc(C(=O)C(=O)N2CCOCC2)c2ccccc21)Nc1cccc(C(F)(F)F)c1,-32%
CC(C)N1CC2(CC(c3ccccc3C(F)(F)F)=NO2)CN1C(=O)c1ccc(C(C)(C)C)cc1 (configuration not stated),-25%

# By substructure: the entries above containing an NH in an aromatic ring
SMILES,BRCA1 expr up
CC(=O)Nc1ccc(Cl)cc1C(=O)c1ccc[nH]1,5%
O=C(NCC1CCCO1)c1[nH]c(C(F)(F)F)nc1-c1ccccc1 (configuration not stated),1%
Cc1cc(F)ccc1-c1cc(C(=O)NCc2ccccc2)[nH]n1,12%
O=C(/C=C/[C@H]1O[C@@H](n2ccc(=O)[nH]c2=O)[C@H](O)[C@@H]1O)NCCc1cccs1,16%

# Continued:
SMILES,BRCA1 expr up
Nc1nc(CSc2nnnn2-c2ccccc2)nc(Nc2ccccc2)n1,-2%
CC1=C(C(=O)N2CCCCCC2)CC(CC(=O)NCc2cccs2)C(=O)N1CCC1=CCCCC1 (configuration not stated),0%
CCNC(=O)c1cc2c(c(-c3cccc(-c4cncnc4)c3)n1)[C@@H](CCO)N(C(C)=O)C2,22%
COC(=O)[C@@]1(C(C)C)N=C(c2cc(OC)c(OC)c(OC)c2)[C@]2(O1)C(=O)N(C)c1ccc(Br)cc12,0%
CCN1CCN(c2ccc(/C=C/c3ccnc4ccccc34)cc2)CC1,4%
COc1ccc(NS(=O)CCCc2ccccc2)cc1 (configuration not stated),18%
c1ccc(-c2ccc(-c3csc4ncnc(Sc5nnnn5-c5ccccc5)c34)cc2)cc1,-3%
NC(=O)CSc1ccc2nnc(-c3ccncc3)n2n1,11%
CSc1ccc(Cn2c(C)c(C(=O)NCc3ccco3)sc2=O)cc1,2%
O=C(Nc1cccc(C(F)(F)F)c1)c1csc(COCCO)n1,42%
O=C(COC(=O)c1ccccc1OCc1cccc(Br)c1)Nc1ccc(Br)cc1,-9%
COc1ccc2c(c1OC)C(=O)OC2c1ccc(O)cc1 (configuration not stated),-1%
COc1cccc(C(=O)N2CCC2(C)C(=O)O)c1 (configuration not stated),5%
O=S1(=O)CC(N2CC=CC2)CN1Cc1cn(Cc2cccc(C(F)(F)F)c2)nn1 (configuration not stated),0%
COc1ccc(C(C)(O)c2nc(-c3csc4ccccc34)cs2)cc1 (configuration not stated),-29%
CCNC(=O)C1(C)CCCN(C(=O)c2ccc3sccc3c2)C1 (configuration not stated),-3%
Cc1cc(Cl)ccc1-c1nc(NC(C)C)nc2ccsc12,4%
O=C(NCc1cccc(C(F)(F)F)c1)c1ccc2sc(COCCO)nc2c1,0%
Cc1ccc(C)c2c1NC(C(=O)O)C1CC=CC21 (configuration not stated),0%
O=C1NC[C@@H](CCCCN2C[C@H](Cc3ccc(O)cc3)N(CCC3CCCCC3)C(=O)C2=O)N(CCC2CCCCC2)C1=O,-7%
Cc1ccc(S(=O)(=O)N2C[C@H]3C(=O)C[C@@H](c4ccc(Cl)cc4)N(S(=O)(=O)c4ccccc4C)[C@H]3C[C@H]2c2ccc(Cl)cc2)cc1,0%
CC(C)C[C@@H]1COc2cc(N3CC[C@H](O)C3)ccc2S(=O)(=O)N1,16%
Cc1cc(C(O)c2ncc(-c3cccc(F)c3)[nH]2)ccc1F (configuration not stated),-1%
CCOc1ccc(S(=O)(=O)N2CCOCC2)cc1NC(=O)CCN1C(=O)NC2(CCCC2)C1=O,-8%
Cc1cc(NC(=O)c2ccc3sc([C@@H]4O[C@H](CO)[C@H](O)[C@H](O)[C@H]4O)nc3c2)no1,11%
CC(=O)Nc1ccc(NC(=O)c2ccccc2Br)cc1,12%
COc1ccc(Cc2c(-c3ccc(Cl)cc3)nc3cc(C)c(Br)c(C)n23)c(C)c1,-39%
CC(C)Oc1cc(F)ccc1-c1cc(C(=O)Nc2ccccc2)[nH]n1,5%
CCNC(=O)C1CCCN(C(=O)c2ccc(N(C)C)cc2)CC1 (configuration not stated),3%
CC(=O)Nc1cncc(-c2ccc(CN(C)C)cc2)n1,38%
CC(=O)Nc1ccc(C(=O)N2CCCC(c3cc(C(=O)NCc4cccnc4)no3)C2)cc1 (configuration not stated),13%
CN1CCCc2ccccc21,-6%
CN1CCn2cnc(C(=O)N[C@@H](Cc3ccccc3)C(=O)OC(C)(C)C)c2C1=O,16%
COc1ccc(NC(=O)N(C)C[C@@H]2Oc3ncc(Br)cc3C(=O)N([C@@H](C)CO)C[C@@H]2C)cc1,6%
CC(C)N1CCC1(C)C(=O)Nc1cccc(C#N)c1 (configuration not stated),23%
Cc1ccc(S(=O)(=O)N2C[C@H]3[C@H]4C(=O)N(C5CCCCC5)C(=O)[C@H]4CC(=O)[C@H]3[C@@H]2c2ccccc2F)cc1,-23%
Cc1noc(C)c1-c1ccc(C(=O)NCC2CC2)c2occc12,-38%
O=C(Nc1cccn2nc(COCCO)nc12)C(c1ccccc1)c1ccccc1,0%
COc1cc(OC)c(/C=C/c2nc3ccccc3o2)c(OC)c1,0%
Cc1ccc(Cc2c(-c3ccc(Br)cc3)nc3cc(C)ccn23)cc1,?
O=C(NCC(F)(F)F)c1ccc2sc([C@H]3C[C@H](O)[C@@H](CO)O3)nc2c1,8%
CC1(C(=O)NS(=O)(=O)c2ccccc2)CCN1C(=O)C1CCCCC1 (configuration not stated),0%
O=C(NCCc1nc2ccccc2n1CCOc1cccc2ccccc12)C1CCCCC1,0%
O=C(Oc1ccc[nH]c1=O)c1ccc(F)cc1,10%
COc1ccc(Cl)cc1Cn1c(C)c(C(=O)NCc2ccc3c(c2)OCCO3)sc1=O,-36%
Cc1ccc(S(=O)(=O)N2CCN(C(=O)c3ccc(-n4cncn4)c([N+](=O)[O-])c3)CC2)c(C)c1,-27%
Cc1ccccc1S(=O)(=O)N(C)C[C@H]1OCc2cn(nn2)CCCC(=O)N([C@H](C)CO)C[C@@H]1C,16%
CC(=O)Nc1cccc(-c2csc(C(O)c3ccc(F)cc3)n2)c1 (configuration not stated),0%
CC(C)C[C@@H]1COc2cc(N3CCSCC3)ccc2S(=O)(=O)N1,0%
CC(c1ccccc1)n1c(-c2ccccc2)n[nH]c1=S (configuration not stated),12%
Nc1cc([N+](=O)[O-])cc(N)c1N,22%
Cc1noc(C)c1S(=O)(=O)NC(=O)C1(C)CCN1C(=O)Cc1ccc(Cl)cc1Cl (configuration not stated),16%
COc1cc2c(cc1[N+](=O)[O-])-c1ccc([N+](=O)[O-])cc1C2=NNC(N)=S,-24%
Cc1cccc(C)c1-n1nnnc1C1(C)CCC(=O)N1CCOc1ccccc1 (configuration not stated),4%
COc1ccc(C2NC(=O)NC(C)=C2C(=O)OC2CCCCC2)cc1 (configuration not stated),-14%
COc1ccc(CCN2C(=O)COc3ccccc3C2C(=O)Nc2c(C)cccc2C)cc1OC (configuration not stated),19%
Cc1noc(C)c1S(=O)(=O)N(C)C[C@@H]1OCc2cnnn2CCCC(=O)N([C@@H](C)CO)C[C@H]1C,24%
O=C(CSc1ncccn1)NC1CCCC1,2%
COc1ccc(CN2CCC[C@]3(N[C@H](c4ccccc4)[C@@H]4C(=O)N(Cc5ccccc5)C(=O)[C@@H]43)C2=O)cc1,-27%
COc1ccc(-c2nc3ccc(NC(=O)COC(C)=O)cc3c(=O)n2Cc2ccccc2)cc1COc1ccc(NC(C)=O)cc1,-4%
# The results go on.
SMILES,BRCA1 expr up
O=C(NC1CCCCC1)N(c1ccccc1)c1nnc(-c2cccc([N+](=O)[O-])c2)s1,-17%
CCCCNC(=O)C1(C)CCN1C(=O)c1ccncc1 (configuration not stated),0%
COc1ccc(CN2CCC[C@]3(N[C@H](c4ccc(OC)cc4)[C@@H]4C(=O)N(C)C(=O)[C@@H]43)C2=O)cc1,5%
Cc1nc2c(OCc3ccc(Cl)cc3)cccn2c1N(C)C(=O)CCC1CCCC1,3%

# Screening data: PubChem BioAssay, National Center for Advancing Translational Sciences (NCATS)

# Some of the compounds tested (hit frequency here may not be typical).
